HPDE-C7 viability: HPDE-C7 pancreatic duct cell viability loss – fluorescence, HTS (AID 430). one-dose cytotoxicity, % at 10 µM; EC50 in µM for titrated hits. HPDE-C7 pancreatic duct cells viability, fluorescence; higher % means a stronger effect. actives 1.8% (n = 63,000);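 also: cells exposed to compound for 48 hours before viability readout; 0% = vehicle and 100% = reference cytotoxic drug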
Alkaline phosphatase: inhibition of tissue-nonspecific alkaline phosphatase – biochemical, luminescent (AID 518) | one-dose inhibition, % at 20 µM; IC50 in µM for titrated hits | actives 0.09% (n = 64,000) | purified TNAP enzyme, luminescent substrate readout; higher % means a stronger effect; in the data active = a potency from the dose series; inactive = the rest, 99 in 100 with inhibition below about 22%;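 also: plate controls were vehicle for no effect and reference inhibitor for full effect; many of its hits are not listed in these tables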
Spn DPM-DC inh: S. pneumoniae DPM-DC inhibition; calls only at 10 µM; purified DPM-DC, PK/LDH coupled NADH fluorescence; actives 0.49% (n = 65,000);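 active = the 320 compounds with the highest percent inhibition in the single-dose primary screen, excluding strongly autofluorescent ones, cut at about 32% in these data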;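 also: kinetic rate of NADH fluorescence loss reporting ADP formed by the decarboxylase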
PMK inhibit: inhibitors of Streptococcus pneumoniae phosphomevalonate kinase. purified PMK, PK/LDH-coupled NADH absorbance 340 nm. inhibition, % at 10 µM. actives 0.49% (n = 65,000);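 active = top-ranked compounds by inhibition in the single 10 µM screen, taking a fixed number of the strongest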;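 also: 0% = full reaction with DMSO carrier and 100% = background rate without enzyme reaction; no value below 0 was filed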
LYP phosphatase: LYP phosphatase inhibitors, primary screen, biochemical, DiFMUP fluorescence, recombinant catalytic domain, 10 µM (AID 606) | recombinant LYP catalytic domain, DiFMUP fluorescence; higher % means a stronger effect | inhibition, % at 10 µM; hits with a dose series show IC50 in µM | 52,000 tested, under 10 active;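 active = IC50 under 40 µM in the dose-response test; inactive = IC50 of 40 µM or more, or never dose-tested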
Bfl-1 displacement: displacement of Bid BH3 peptide from Bfl-1 – biochemical, fluorescence polarization, FITC-Bid, mouse, primary screen (AID 432). actives 0.02% (n = 64,000). one-dose displacement, % at 20 µM; IC50 in µM for titrated hits. FITC-Bid BH3 peptide fluorescence polarization displacement; higher % means a stronger effect; in the data active = a potency from the dose series; inactive = the rest, 99 in 100 with displacement below about 15%; also: strong numbers were not always called active
KRASV12 cytotoxicity: viability loss of HPDE-C7K cells – cell-based, fluorescence, HTS, primary screen (AID 431) | HPDE-C7K KRASV12 cells, Alamar Blue viability, 48 h; higher % means a stronger effect | cytotoxicity, % at 10 µM; hits with a dose series show EC50 in µM | actives 1.7% (n = 63,000);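 active = compounds whose percent cytotoxicity in the single-dose primary screen, scaled between solvent and toxic-drug controls, exceeds 50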;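 also: 0% = DMSO solvent wells and 100% = doxorubicin-treated wells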
Spn MK inh: blocks S. pneumoniae mevalonate kinase | purified MK, PK/LDH-coupled NADH absorbance 340 nm | inhibition, % at 10 µM | actives 0.48% (n = 65,000);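 active = ranked among the strongest by inhibition in the single 10 µM screen, a fixed top-ranked set picked for dose follow-up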; also: no value below 0 was filed
HT1080 cytotoxicity: cytotoxicity in HT1080 fibrosarcoma cells, cell-based, fluorescence readout (AID 620); actives 0.42% (n = 87,000); HT1080 viability, fluorescence; higher % means a stronger effect; cytotoxicity, % at 10 µM, or EC50 in µM where a hit was titrated;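 also: cells exposed to compound overnight then 4 h with Alamar Blue; 0% = vehicle DMSO and 100% = killing control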
PMK inhibit pilot replicates: further read-out of PMK inhibit, marked with its call; inhibition, %; measured here: pilot screen replicates
Spn MK inh pilot replicates: second read-out of Spn MK inh, no call of its own (marks repeat the call); inhibition, %; measured here: pilot screen replicates
Spn DPM-DC inh pilot screen %: second read-out of Spn DPM-DC inh, no call of its own (marks repeat the call); inhibition, %; measured here: pilot screen trials
* hit, by the source's call; i = inactive; · = no result given. Rule as the data show it, unless noted: active = cytotoxicity above about 50%; inactive = the rest.

SMILES	HPDE-C7 viability	Alkaline phosphatase	Spn DPM-DC inh	PMK inhibit	LYP phosphatase	Bfl-1 displacement	KRASV12 cytotoxicity	Spn MK inh	HT1080 cytotoxicity	others
O=C(Cn1c(=O)sc2ccccc21)N1CCOCC1	-6%	1%	i	12	·	-2%	8%	9	5%
CC(OC(=O)CCc1nc2ccccc2[nH]c1=O)C(=O)c1ccccc1 (centres undefined)	-5%	5%	i	0	-1%	-7%	-7%	1	4%
C(=C\c1ccccc1)/CSc1nnc(-c2cccnc2)n1Cc1ccco1	-3%	9%	i	7	-10%	-2%	7%	5	0%
COc1ccc(CC(=O)N2CCOCC2)cc1OC	-16%	8%	i	0	-6%	1%	-6%	7	-2%	PMK inhibit pilot replicates=5.0;Spn MK inh pilot replicates=0.0;Spn DPM-DC inh pilot screen %=0.0
CCOC(=O)C1CCN(c2c(NCCN3CCN(c4ccccc4)CC3)c(=O)c2=O)CC1	6%	11%	i	7	-5%	6%	15%	35	5%	PMK inhibit pilot replicates=1.0;Spn MK inh pilot replicates=2.5;Spn DPM-DC inh pilot screen %=6.0
CCOc1ccc(C(=O)Nc2ccc(Cl)cn2)cc1Cl	-7%	13%	i	2	4%	2%	-9%	6	2%
CC(=O)Nc1ccc(C(=O)OCCC(C)C)cc1	-7%	17%	i	8	-4%	2%	-4%	5	-4%
CC(C)Cc1nc(N2CCCCC2)c(C#N)c2c1CCC2	12%	7%	i	5	·	2%	16%	4	-25%
O=C1C2C3CCCC3=C3CCCC3C2C(=O)N1c1ccc(F)cc1 (centres undefined)	-10%	10%	i	8	4%	1%	-13%	8	0%
O=C(Nc1nnc(-c2ccccc2)o1)c1nc2ccccc2s1	13%	1%	·	5	-1%	2%	8%	1	22%
C=CCN1C2CCCC1CC(NC(=O)Nc1cccc(C(C)=O)c1)C2 (centres undefined)	2%	8%	i	11	3%	1%	1%	8	-10%
COc1ccc(C2=CC(=O)OC3(CCCCC3)O2)cc1	6%	11%	i	0	12%	-5%	-3%	7	-1%	PMK inhibit pilot replicates=3.0;Spn MK inh pilot replicates=0.0;Spn DPM-DC inh pilot screen %=3.5
Cc1c(CCC#N)c(N2CCCCC2)n2c(nc3ccccc32)c1C#N	4%	9%	i	1	·	-10%	-7%	8	-4%
CCCc1c(O)nc(SCC(=O)NCCc2ccc(OC)c(OC)c2)[nH]c1=O	-8%	2%	i	15	3%	10%	-4%	0	-2%	PMK inhibit pilot replicates=0.5;Spn MK inh pilot replicates=0.0;Spn DPM-DC inh pilot screen %=0.0
O=C(NCC1CCCO1)c1cc2n(n1)C(C(F)(F)F)CC(c1ccc(F)cc1)N2 (centres undefined)	-2%	10%	i	16	10%	-13%	2%	9	-2%
Oc1ccc(Cl)cc1/C=N/c1nc2ccccc2[nH]1	6%	2%	i	9	·	-2%	12%	6	-4%
O=C1CC(N2CCC(O)CC2)C(=O)N1c1ccc(Br)cc1 (centres undefined)	4%	9%	i	0	9%	-3%	-5%	4	3%
O=C(NCc1ccco1)c1ccc(CS(=O)(=O)Cc2ccc(F)cc2)o1	1%	7%	i	14	14%	-5%	5%	0	2%
O=C(c1cnn2c(C(F)(F)F)cc(-c3ccc4c(c3)OCO4)nc12)N1CCCCC1	6%	8%	i	1	-3%	-8%	11%	5	-7%
COc1ccc(C2(O)CCN(CC(=O)Nc3nccs3)CC2)c(OC)c1	8%	8%	i	18	0%	0%	18%	4	-15%
O=C(c1oc(=O)c2ccccc2c1-c1ccccc1)N1CCOCC1	-6%	4%	i	6	0%	4%	-9%	0	21%
COc1cccc(C2/C(=C(/O)c3ccc(C)cc3)C(=O)C(=O)N2Cc2ccco2)c1 (centres undefined)	-2%	12%	i	1	-3%	-4%	11%	18	-3%
O=C(NCCCN1CCCC1=O)Nc1ccc(Cl)cc1	·	·	i	16	7%	·	·	3	-4%
COc1cccc(S(=O)(=O)Nc2ccc(C(=O)N3CCN(C(=O)c4ccco4)CC3)cc2)c1	-2%	5%	i	13	5%	-4%	14%	8	-1%	PMK inhibit pilot replicates=2.5;Spn MK inh pilot replicates=1.5;Spn DPM-DC inh pilot screen %=0.5
N=c1n(Cc2ccccc2)c2ccccc2n1CC(O)c1ccccc1 (centres undefined)	-7%	3%	i	5	-6%	0%	11%	7	4%

Further results follow.
SMILES	HPDE-C7 viability	Alkaline phosphatase	Spn DPM-DC inh	PMK inhibit	LYP phosphatase	Bfl-1 displacement	KRASV12 cytotoxicity	Spn MK inh	HT1080 cytotoxicity	others
Cn1c(NC(=O)C2CC2)cc(=O)n(C)c1=O	0%	9%	i	15	13%	-3%	6%	8	-6%
O=C(NCCc1ccccc1)c1ncn[nH]1	9%	17%	i	4	1%	1%	1%	3	-5%
CC1(C)c2ccccc2N2CC(=O)N(CC(N)=O)C21C (centres undefined)	-10%	3%	i	0	14%	-18%	-4%	5	-3%
Cc1nnc(SCCCn2c(N3CCCCC3)nc3c2c(=O)[nH]c(=O)n3C)s1	5%	12%	i	11	12%	-7%	9%	10	-3%	PMK inhibit pilot replicates=1.0;Spn MK inh pilot replicates=0.0;Spn DPM-DC inh pilot screen %=1.0
CCCCS(=O)(=O)Nc1ccc2ncn(C)c(=O)c2c1	4%	12%	·	9	-8%	-5%	6%	7	7%
O=C(NCCCCNC(=O)C1CCCC1)C1CCCC1	-10%	14%	i	0	9%	-3%	-11%	9	6%
COc1cc(C)c(C(N)=O)c(OC)n1	-13%	6%	i	12	·	-6%	-2%	2	-4%
CN(C)C(CNc1nnnn1-c1ccccc1)c1ccco1 (centres undefined)	-15%	0%	i	12	0%	-1%	-14%	18	4%	PMK inhibit pilot replicates=0.0;Spn MK inh pilot replicates=0.0;Spn DPM-DC inh pilot screen %=0.0
Nc1n[nH]c(-c2ccccc2)c1-c1ccccc1	-9%	6%	i	3	-3%	1%	-13%	0	2%
COc1ccc(NC(=O)NC(C(F)(F)F)C(F)(F)F)cc1	-8%	4%	i	8	-5%	10%	-11%	16	2%
Cc1nn2cnc3sc4c(c3c2nc1=O)CCCC4	10%	13%	i	8	4%	0%	13%	5	-6%
Cc1csc(NC(=O)C2CCCN2C(=O)Oc2ccccc2)n1 (centres undefined)	-6%	10%	i	9	·	2%	-2%	4	-2%
CCCC(=O)NC1C2CC3CC(C2)CC1C3 (centres undefined)	-7%	9%	i	6	6%	0%	-13%	6	0%
O=C(Nc1ccccc1)C1=C(N2CCOCC2)/C(=C/c2cccnc2)CC1	5%	11%	i	19	·	-6%	3%	7	·
CC(C)N(Cc1nc(-c2ccc(Cl)cc2)no1)C(=O)CN(C)S(=O)(=O)c1ccc(Cl)cc1	4%	15%	i	4	1%	-13%	11%	10	0%	PMK inhibit pilot replicates=5.0;Spn MK inh pilot replicates=2.0;Spn DPM-DC inh pilot screen %=0.5
CC(C)N1C(=O)c2ccc(C(=O)O)cc2C1=O	-1%	7%	i	11	7%	-5%	-5%	11	0%
Cc1ccccc1S(=O)(=O)Cc1ccc(C(=O)NCc2cccnc2)o1	9%	14%	i	12	4%	-3%	-7%	7	-11%	PMK inhibit pilot replicates=3.0;Spn MK inh pilot replicates=1.0;Spn DPM-DC inh pilot screen %=0.0
CCCOc1ccc(NC(=O)C2CC(=O)N3CCCN=C3S2)cc1 (centres undefined)	0%	10%	i	9	-3%	0%	-2%	8	-5%
CCCOc1cc(C)c(S(=O)(=O)NCCOC)cc1C	7%	4%	i	2	11%	-1%	-3%	0	-1%
Cc1cccc(S(=O)(=O)c2c(N)n(/N=C/c3cccnc3)c3nc4ccccc4nc23)c1	28%	13%	·	9	4%	-1%	23%	15	16%
CC(c1ccccc1)C1C(C#N)=C(N)OC2=C1C(=O)CCC2 (centres undefined)	·	11%	i	3	·	-1%	·	7	-5%
Cc1nccc2[nH]c(=O)c(C(=O)NC3CCCCC3C)cc12 (centres undefined)	6%	8%	i	20	6%	-10%	1%	1	5%
O=C1CC(c2cccc(Cl)c2)Cc2nc(N3CCN(c4ccccc4)CC3)ncc21 (centres undefined)	51%*	18%	i	13	6%	1%	62%*	11	-3%	PMK inhibit pilot replicates=2.0;Spn MK inh pilot replicates=2.0;Spn DPM-DC inh pilot screen %=3.0
COc1ccccc1NC(=O)c1oc2ccccc2c1NC(=O)c1cc(OC)c(OC)c(OC)c1	0%	10%	·	3	6%	-3%	4%	0	50%*	PMK inhibit pilot replicates=4.0;Spn MK inh pilot replicates=0.0
CCOC(=O)c1cc(-c2cc3ccccc3o2)nc2c1c(=O)[nH]c(=O)n2CCOC	-4%	3%	·	15	8%	-7%	4%	2	4%

Next section (2 carried over from the part before).
SMILES	HPDE-C7 viability	Alkaline phosphatase	Spn DPM-DC inh	PMK inhibit	LYP phosphatase	Bfl-1 displacement	KRASV12 cytotoxicity	Spn MK inh	HT1080 cytotoxicity	others
COc1ccccc1NC(=O)c1oc2ccccc2c1NC(=O)c1cc(OC)c(OC)c(OC)c1	0%	10%	·	3	6%	-3%	4%	0	50%*	PMK inhibit pilot replicates=4.0;Spn MK inh pilot replicates=0.0
CCOC(=O)c1cc(-c2cc3ccccc3o2)nc2c1c(=O)[nH]c(=O)n2CCOC	-4%	3%	·	15	8%	-7%	4%	2	4%
O=C(O)C1CCCCC1C(=O)Nc1ccc(Cl)cc1Cl (centres undefined)	4%	9%	i	12	11%	-1%	0%	0	4%
CCOC(=O)NC1(NCc2ccccc2)Oc2ccccc2O1	5%	14%	i	14	-9%	2%	7%	6	-4%	PMK inhibit pilot replicates=0.0;Spn MK inh pilot replicates=1.5;Spn DPM-DC inh pilot screen %=0.0
CCCC(=O)Nc1ccc(NC(=O)c2ccco2)c(OC)c1	-25%	10%	i	8	10%	2%	-19%	0	-6%
N#CC(C(=O)c1ccco1)c1ccccn1 (centres undefined)	-11%	15%	i	0	-2%	-8%	6%	0	-6%	PMK inhibit pilot replicates=8.5;Spn MK inh pilot replicates=0.0;Spn DPM-DC inh pilot screen %=3.0
O=C(Oc1cccc2c(O)cccc12)c1ccccc1	-9%	9%	i	20	5%	-3%	15%	7	-23%
Cn1nc(CC(=O)Nc2cccnc2N2CCOCC2)c2ccccc2c1=O	2%	4%	i	0	-4%	-2%	-3%	11	7%
COc1ncnc2sc3c(c12)CCCC3	-7%	8%	i	0	-6%	-3%	-9%	6	10%
COc1cc2c(cc1OC)CN(C(=O)NS(=O)(=O)c1ccc(C)cc1)CC2	-17%	12%	i	11	15%	-2%	-11%	6	-15%
Cc1ccc(C(=O)C2=C(O)C(=O)N(Cc3ccccc3)C2c2cccnc2)o1 (centres undefined)	1%	7%	i	3	7%	4%	-14%	0	2%
O=C(Nc1nc(-c2ccc(Cl)s2)cs1)c1ccncc1	-2%	9%	i	12	0%	-6%	-7%	0	-1%
CCOC(=O)C1CCCN(CC(=O)Nc2c(C(=O)OC)[nH]c3ccc(Br)cc23)C1 (centres undefined)	·	13%	i	6	·	-2%	·	9	24%
CCCN(CCC)S(=O)(=O)c1cc(Br)cc2c1N(C(=O)CC)CC2	1%	6%	i	15	·	-2%	5%	1	14%
Cc1nonc1NC(=O)c1ccc(Cl)c(S(=O)(=O)N2CCCCC2)c1	-6%	1%	i	12	12%	4%	1%	4	-9%
CC(C)C[C@H](NC(=O)NCc1ccc(Cl)cc1)C(=O)O	2%	3%	i	4	-14%	-4%	5%	14	-1%

Compound activity deposited in PubChem by several laboratories.
